Screening results deposited in PubChem BioAssay by The Scripps Research Institute Molecular Screening Center.
TEAD-YAP block: TEAD-YAP interaction inhibition | HEK-TIYL cells, TEAD-Gal4/YAP UAS-luciferase luminescence | inhibition, % at 9.12 µM | 1.4% of 640,000 active | AID 1259422; in the data active means inhibition above about 32%;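 further: 0% = median of test compound wells and 100% = reference inhibitor wells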
MITF primary: inhibitors of human MITF. AID 1259374. AlphaScreen MITF homodimerization, bead proximity signal. 0.91% of 650,000 active. inhibition, % at 2.6 µM. O75030; in the data active means inhibition above about 50%;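 further: 0% = vehicle wells with protein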
Target sequence (O75030 whole entry, looked up): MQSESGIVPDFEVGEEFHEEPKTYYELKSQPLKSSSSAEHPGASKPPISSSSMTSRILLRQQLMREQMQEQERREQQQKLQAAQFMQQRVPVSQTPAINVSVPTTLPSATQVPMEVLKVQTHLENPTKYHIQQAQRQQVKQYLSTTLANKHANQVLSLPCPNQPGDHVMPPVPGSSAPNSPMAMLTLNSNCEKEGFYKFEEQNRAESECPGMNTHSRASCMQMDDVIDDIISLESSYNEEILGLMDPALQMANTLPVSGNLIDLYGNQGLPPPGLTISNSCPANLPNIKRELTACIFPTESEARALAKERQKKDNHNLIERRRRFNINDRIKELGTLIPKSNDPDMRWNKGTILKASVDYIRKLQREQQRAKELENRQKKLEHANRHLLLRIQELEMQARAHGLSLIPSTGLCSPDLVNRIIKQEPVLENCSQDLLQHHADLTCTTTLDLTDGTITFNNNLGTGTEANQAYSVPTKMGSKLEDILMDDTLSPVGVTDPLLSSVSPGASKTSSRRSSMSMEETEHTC
GPR151 ag: activators of human GPR151; Q8TDV0; activation, % at 11.2 µM; AID 1508602; 1% of 650,000 active; PathHunter beta-arrestin GPR151 cells, luminescence; in the data active means activation above about 4.9%;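 further: 0% = median of compound wells and 100% = cells with positive control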
Target sequence (Q8TDV0 whole entry, looked up): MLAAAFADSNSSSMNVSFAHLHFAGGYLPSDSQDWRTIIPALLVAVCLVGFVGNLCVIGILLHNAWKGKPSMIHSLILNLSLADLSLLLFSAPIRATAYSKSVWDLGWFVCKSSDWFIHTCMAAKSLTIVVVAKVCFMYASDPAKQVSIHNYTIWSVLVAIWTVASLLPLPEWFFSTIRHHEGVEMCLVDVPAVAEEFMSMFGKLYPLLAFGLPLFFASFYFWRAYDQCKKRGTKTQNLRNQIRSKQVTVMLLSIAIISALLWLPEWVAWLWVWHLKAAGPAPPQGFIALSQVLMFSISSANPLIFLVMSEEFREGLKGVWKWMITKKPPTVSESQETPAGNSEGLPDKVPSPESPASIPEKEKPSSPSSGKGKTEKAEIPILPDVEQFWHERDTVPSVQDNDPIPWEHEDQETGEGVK
FBW7 activator: activators of human E3 ligase FBW7; normalized activity (activation), % at 26.1 µM; Q969H0; 0.13% of 650,000 active; AlphaScreen FBW7–phospho-cyclin E peptide binding, activator screen; AID 1259310; in the data active means normalized activity above about 1.9%;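 further: purified mutant Fbw7 with reduced substrate affinity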
The depositor's hits bear a star.

SMILES	TEAD-YAP block	MITF primary	GPR151 ag	FBW7 activator
Cc1cn2c(=O)c(C(=O)N(Cc3ccccc3)c3ccccc3)cnc2s1	15	1	0.3	0.0
Cc1c(Cl)cccc1Nc1nc2ccccc2n2c(C)nnc12	-1	-16	0.8	0.1
COC(=O)c1ccc(NC(CC(C)C)C(=O)OC)c([N+](=O)[O-])c1 (centres undefined)	4	16	0.1	0.0
COC(=O)CSc1nnc2c3c(-c4ccc(F)cc4)csc3ncn12	-32	6	-0.2	0.5
CCNC(=S)NNC(=S)Nc1ccc(OC(F)F)cc1	-19	12	-1.4	0.0
CCOC(=O)c1cnn(-c2ccc(OC)cc2)c1CNCc1ccon1	7	5	-0.2	0.1
COc1ccc([N+](=O)[O-])cc1NC(=O)CS(=O)(=O)Cc1ccccc1	4	-5	-0.3	0.1
CC1CCCCC1Nc1nnc(SCC(=O)NCc2ccccc2)s1 (centres undefined)	-1	2	-1.4	-0.2
COc1cc(C(=O)NCc2n[nH]c(=S)n2-c2cccc(C)c2)cc(OC)c1OC	0	2	0.6	-0.2
CC(C)n1cnc2c(NCc3cccnc3)nc(Nc3nc4ccccc4n3C)nc21	6	4	2.2	0.1
COc1ccccc1-c1oc2cc(Cl)ccc2c(=O)c1O	-9	-7	-1.0	-0.3
CC(=O)Oc1ccccc1-c1nc2s/c(=C3\C(=O)N(C)c4ccccc43)c(=O)n2n1	-23	14	1.2	0.0
CC(C)n1c(N2CCN(N=O)CC2)nc2c1c(=O)n(C)c(=O)n2C	-3	-2	-0.8	0.0
CC1=C(C(=O)OCC2CCCO2)C(c2ccc(C)cc2)C2=C(CC(C)(C)CC2=O)N1 (centres undefined)	11	8	-0.1	0.1
CC(Sc1nncs1)C(=O)Nc1ccc(OCc2ccccc2)cc1 (centres undefined)	-22	5	-0.4	1.0
N#Cc1cc([N+](=O)[O-])cnc1SCC(=O)Nc1ccccc1	4	-4	-0.4	0.0
CCN(CCCNC(=O)C1c2ccccc2C(=O)N(Cc2ccc(F)cc2)C1c1ccc(OC)cc1)c1ccccc1 (centres undefined)	-3	31	0.1	0.2
CCS(=O)(=O)N1CCCC(C(=O)NCCCOC)C1 (centres undefined)	-7	4	1.4	-0.1
N#CC1=C(N)NC(=S)C(C(N)=O)C1c1ccccc1 (centres undefined)	-9	3	-1.3	-0.1
CC(C)(C)n1nc2c(c1-n1cccc1)CN(C(=O)c1cccc(-n3cnnn3)c1)C2	-2	3	1.1	-0.2
CCCCOC(=O)Nc1ccc2c(C)cc(=O)oc2c1	-74	23	-1.0	0.1
C/C(CC(=O)NCc1ccco1)=N\NC(=O)C(=O)Nc1ccccc1C	12	14	1.1	1.8
CSc1nc2c(sc(=S)n2-c2ccccc2C)c(=O)n1-c1ccc(C)cc1	-9	0	-0.7	-0.3
COc1ccc(OC)c(/C(O)=C/C(=O)C(=O)Nc2ccc([N+](=O)[O-])cc2OC)c1	8	20	-0.5	0.7
CCC(C(=O)Nc1nnc(S(=O)(=O)N(CC)c2ccccc2)s1)c1ccccc1 (centres undefined)	7	-1	2.4	0.0
O=C(COC(=O)CCc1ccccc1)Nc1ccc(I)cc1	-3	-3	0.8	0.0
Cc1nc(C)n(-c2ccc(Nc3nccc(-c4cc(F)cc(N5CCCC5)c4)n3)cc2)n1	1	-3	-0.1	0.0
C=CCn1c(N2CCC(C(=O)NCCCn3ccnc3)CC2)nc2ccccc21	-3	-8	-0.1	-0.1
O=C(OC/C=C/c1ccccc1)c1ccc(S(=O)(=O)N2CCCCC2)cc1	-2	-9	-0.7	-0.1
O=C1CC(C(=O)Nc2ccc([N+](=O)[O-])cc2)C2(CCCCC2)O1 (centres undefined)	2	-21	0.9	0.0
O=c1nc(N/N=C/c2ccc(C(F)(F)F)cc2)cn[nH]1	21	2	-2.4	0.2
O=C1CC(NNC(=O)c2ccccc2)C(=O)N1 (centres undefined)	1	3	1.2	-0.2
CC(=O)N(c1ccccc1[N+](=O)[O-])N1C(=O)c2cccc3cccc(c23)C1=O	-4	13	-0.2	-0.2
CCCC12CN3CC(C)(CN(C1)C31CCCC1)C2=O	7	17	-0.3	0.2
Cc1ccc(-c2csc(NC(=O)C3CCCCN3S(C)(=O)=O)n2)c(C)c1 (centres undefined)	30	12	-1.3	0.0
Cc1ccccc1-n1c(=S)sc2c(=O)n(-c3ccccc3)c(SCc3cc(=O)oc4cc(O)ccc34)nc21	1	-20	-0.6	0.1
COc1cc(/C=N/N=c2\sc3ccccc3n2C)c([N+](=O)[O-])cc1OC	4	13	-2.4	-0.1
O=C(Nc1ccc(Cl)c2ncsc12)c1cccc(Cl)c1	-16	17	-1.6	0.8
O=C(CN1C(=O)/C(=C\c2ccc(Cl)cc2)Sc2ccccc21)N1CCOCC1	-3	9	-0.2	0.8
COc1ccccc1NC(=O)c1ccc(SCC(=O)O)c([N+](=O)[O-])c1	-5	-9	-0.7	0.0
Cc1ccc2c(c1)C(c1ccc(F)cc1)N(C(=O)CC(C)C)CC(=O)N2 (centres undefined)	1	8	-0.6	-0.1
CC(Nc1ccc(Br)cc1)C(=O)N/N=C/c1cc([N+](=O)[O-])ccc1O (centres undefined)	17	14	-1.0	-0.6
Cc1cccc(-n2ncc3c(N4CCC(C(N)=O)CC4)ncnc32)c1	-39	-1	0.2	0.0
CC12CCC(C(=O)N(CC(O)Cn3c4ccc(Cl)cc4c4cc(Cl)ccc43)C1=O)C2(C)C (centres undefined)	2	2	-0.4	0.2
O=C1Nc2ccc(F)cc2/C1=C/C1CC=CCC1 (centres undefined)	0	-5	-0.3	0.5
Cc1nnc(Sc2cc(C(=O)NCCN3CCCC3)c3ccccc3n2)s1	-14	-4	-0.4	0.0
COc1ccc(-n2nc(C(=O)NCC(=O)Nc3cc(C)c(Cl)cc3OC)c3ccccc3c2=O)c(OC)c1	2	1	-0.6	-0.1
N/C(=N/OCc1ccc(Cl)c(Cl)c1)c1nonc1N	-43	22	8.7*	0.3
COc1ccc(C(=O)c2ccc(N3CCN(C(=O)c4ccc(Cl)cc4Cl)CC3)c(F)c2)cc1Br	2	-13	-1.3	-0.2
CCN(CC)C(=O)C1CCCN(c2cc(C(N)=O)c3ccccc3n2)C1 (centres undefined)	1	-8	-0.1	-0.1
Next section
SMILES	TEAD-YAP block	MITF primary	GPR151 ag	FBW7 activator
COc1cccc(C(=O)/C=C\Nc2ccc(S(=O)(=O)N=C(N)N)cc2)c1	-2	15	-0.9	0.1
Cc1c(C(=O)Nc2ccccc2C(F)(F)F)sc2ncn(CC(=O)N3CCCCC3)c(=O)c12	3	7	0.7	0.1
Cc1cccc(NC(=O)c2ccccc2NC(=O)c2ccccc2C)c1	9	-15	0.1	0.2
CCCN1C(=O)C(C)(C)COc2ccc(NS(=O)(=O)c3ccccc3Cl)cc21	0	9	0.6	0.1
O=C(Nc1ccc2ccccc2c1)c1sc2ccccc2c1Cl	-18	-7	2.3	-0.1
OCCC1CN(Cc2cn[nH]c2-c2ccc(Cl)cc2)CCN1C1CCCC1 (centres undefined)	4	-1	-0.2	-0.1
CCc1ccc(-n2cnc3cc(C(=O)NCCc4ccc(OC)c(OC)c4)ccc32)cc1	7	18	0.4	0.2
O=C1C(=O)N(Cc2cccnc2)C(c2ccc(Cl)cc2)/C1=C(\O)c1ccc(F)cc1 (centres undefined)	2	0	1.7	0.2
FC(F)(F)Oc1ccc(-c2cnc3ccc(NC4CCOCC4)nn23)cc1	5	15	0.4	0.1
Cn1c(O)c(C=Nc2ccccc2N)c(=O)n(C)c1=O	-37	3	-5.6	0.0
Cn1c(=O)oc2cc(S(=O)(=O)N3CCCC(C(=O)NCc4ccc(F)cc4)C3)ccc21 (centres undefined)	4	-1	-0.2	-0.1
OCCC1CN(CC#Cc2ccccc2)CCN1Cc1ccccc1F (centres undefined)	-8	-3	1.7	0.0
Cc1ccccc1OCC(=O)Nc1ccc(C(=O)O)cc1NC(=O)COc1ccccc1C	-5	-8	-2.1	0.5
Cc1ccccc1C(=O)NNc1nc(-c2ccccc2)c2cc(Br)ccc2n1	-3	6	-0.9	0.0
O=C1C2C3c4ccccc4C(c4ccccc43)C2C(=O)N1c1ccccc1Cl (centres undefined)	13	13	-0.5	-0.1
CC(=O)c1c(C)[nH]c(C(=O)COC(=O)c2ccc(F)cc2F)c1C	-3	19	0.5	-0.1
CCOc1ccc2c(c1)SCC(=O)N2	-2	1	-1.1	0.0
CC(C)c1nc(SCC(=O)N2CCCCC2)c2ccccc2n1	6	11	0.2	0.2
CC(C)Cc1ccc2c(N)c(C(=O)c3ccc(Cl)cc3)sc2n1	-1	-5	1.0	-0.1
COc1ccc(-c2cc3ccc(OCC(N)=O)cc3oc2=O)cc1	-56	-17	1.3	0.1
O=C(Cc1ccccc1)Nc1cccc(Oc2ccc3c(c2)C(=O)NC3=O)c1	1	6	1.7	0.1
O=S(=O)(Cc1ccccc1)N1CCC(Cc2ccccc2)CC1	3	-4	0.5	0.0
Cc1cccnc1C1(O)CCN(C(=O)c2ccc3c(c2)C(=O)N(CC2CCCO2)C3=O)CC1 (centres undefined)	2	7	0.0	0.1
C=CCN1C(=O)C(O)(CC(=O)c2ccc3c(c2)CCCC3)c2ccccc21 (centres undefined)	5	1	-1.2	-0.1
COC(=O)C1CC(O)CN1S(=O)(=O)c1ccc(Cl)cc1 (centres undefined)	2	7	1.0	0.2
Cc1cc(C)nc(SCc2cc(=O)c(OC(=O)c3cccc([N+](=O)[O-])c3C)co2)n1	-8	21	0.3	0.1
Fc1ccccc1N1CCN(c2ncnc3c2cnn3-c2ccc(Cl)cc2)CC1	8	-4	-2.2	0.1
COc1ccc2c(c1)CC/C(=C\c1ccsc1)C2=O	-44	8	0.8	-0.1
O=C(NCc1ccccc1Cl)C1CCC(Cn2c(=S)[nH]c3ccccc3c2=O)CC1 (centres undefined)	0	0	0.0	0.2
S=C(NCCc1c[nH]c2ccccc12)Nc1ccc(Cl)cc1	-12	21	-1.0	0.4
NC(=O)C1CCN(C(=O)c2ccc3c(=O)n(Cc4ccco4)c(SCc4ccccc4Cl)nc3c2)CC1	5	17	0.6	0.0
N#Cc1c(NC(=O)c2c(C(=O)O)cccc2[N+](=O)[O-])sc2c1CCCC2	4	1	1.3	-0.1
O=C(CN1CCCc2ccccc21)Nc1ccccc1C(=O)Nc1ccccc1	-10	15	0.4	0.1
O=[N+]([O-])c1cc(S(=O)(=O)/N=C(/c2ccccc2)N2CCOCC2)ccc1Cl	7	12	-1.2	0.0
O=C1N(c2ccccc2)C[C@@H]2C[C@@H](c3cc(=O)c4ccccc4[nH]3)N3CCC[C@@]123	8	-4	-0.8	-0.1
COC(=O)C(N)c1c[nH]c2ccccc12 (centres undefined)	-5	2	-0.4	-0.1
COc1ccc(-c2nc(Cc3ccc(OC)c(OC)c3)no2)cc1	-2	13	0.0	0.0
Cn1cc(C(=O)N(CCC#N)c2ccccc2)c2ccccc2c1=O	-2	9	-1.6	0.0
CC(C)(C)OC(=O)N1CCC2(CC1)NC(=O)c1ccccc1N2	-7	-5	0.6	0.1
Cc1cccc(NC(=O)CN2C(=O)N/C(=C/c3cccc(Br)c3)C2=O)c1	0	6	0.5	0.1
O=Cc1cn(CC(=O)NCc2ccccc2)c2ccccc12	12	-5	1.6	-0.2
CCCNc1nc(Nc2ccc(C)cc2)nc(N2CCCC2)n1	5	-1	4.9*	0.1
COc1ccc(C2/C(=C(\O)c3ccc(Cl)cc3)C(=O)C(=O)N2CCN2CCOCC2)cc1 (centres undefined)	-1	-3	-0.7	0.5
CCCc1nn(C)c(C(N)=O)c1N	-6	0	0.2	-0.1
COc1ccc2cccc(NC(=O)Cn3c(=O)oc4ccccc43)c2n1	-11	2	0.0	0.0
CCOC(=O)C1CCN(C(=O)c2ccc3nc(C)c(C)nc3c2)CC1	1	0	-1.2	-0.1
CCOc1cc(C2NC(C(=O)O)CS2)ccc1OCc1cccc(F)c1 (centres undefined)	-6	-6	-1.0	0.1
